p53ts 32C kill: qHTS Screen for Compounds that Selectively Target Cancer Cells with p53 Mutations: Cytotoxicity of p53ts Cells at the Permissive Temperature. Potency, µM (titrated, usually from 46.1 µM), without a hit: at the top dose activity change, negative = cytotoxicity, most hits filed as cytotoxic. H1299-p53A138V at 32C, ATP luminescence viability, 24 h. 130,000 tested, 0.93% active;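 further: 0% = DMSO and -100% = full killing by reference compound; nearly all actives have a fitted effect of over 55% in size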
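Cells: H1299 p53ts (A138V), 600/well, pre-incubated 16–30 h at 37C. Cpd up to 46 uM, 24 h, 32C. Readout: ATPlite luminescence, 20 min RT. Normalization: DMSO vs tamoxifen 100 uM. AC50 by Hill equation.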
Imprint erasure: qHTS Assay for Compounds that Induce Erasure of Genomic Imprints; Potency, µM (doses to about 60.7 µM), inactives show at the top dose activity change, positive = activation, usual class: activators; AID 1948, 2009; mouse ES Peg3-LacZ reporter, beta-gal luminescence, 40 h; 110,000 tested, 0.02% active;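 further: 0% = negative control wells on the plate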
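Gelatin-coated wells received 300 freshly trypsinized female ES cells with a Peg3LacZ-Neo reporter on the maternal allele, then incubated 40 hours at 37C. BetaGlo was added for 5 minutes at room temperature before a single luminescence read.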
p53ts 39C tox: qHTS Screen for Compounds that Selectively Target Cancer Cells with p53 Mutations: Cytotoxicity of p53ts Cells at the Nonpermissive Temperature. 130,000 tested, 1.5% active. Potency, µM (series often up to 46.1 µM), for the others: top-dose activity change, negative = cell killing, usual class: cytotoxic. H1299-p53A138V viability at 39C, ATP luminescence, 24 h; further: nearly all actives have a fitted effect of over 55% in size
IkB sig inh: IkB Signaling. 110,000 tested, 0.04% active. Potency, µM (doses to about 57.1 µM), for inactives: at the top dose IkBa stabilization activation. ABC-DLBCL IkBa-CBG/CBR dual luciferase ratio, 4 h; response scale: scaled: untreated 0%, proteasome inhibitor 100%; active means well fitted curve in the direction sought with a large enough effect in the signal ratio, not every such curve was filed as active; inconclusive means small, poorly fitted or top-dose-only effect, or a change in a side signal; the % refers to the signal ratio;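 further: the direction sought is a rising ratio; 0% = basal untreated cells and 100% = reference inhibitor full response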
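Curves were fitted separately to fusion (green), unfused (red) and ratio luminescence, then classed by r2, magnitude and activity. Cells: OCI-Ly3, 4 h compound plus doxycycline at 37C; 10 uM MG-132 defined full response.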
Numbers without * were called inactive; ? = inconclusive; . = no result given; & = joins results of further samples; [ ] = another dose, or the depositor's remark. Unless noted, the call rests on the fitted dose curve; in most records, active means well fitted curve in the direction sought with a large enough effect; inconclusive means small, poorly fitted or top-dose-only effect, or another doubt; inactive means no such curve, though single readings can be large; an effect the other way counts as inactive or inconclusive. Unless noted, on the % scale 0 is the no-effect control and ±100 the full control effect; potency means the concentration at half of the fitted maximal effect. The list is partial, so the mix of outcomes need not match the whole.

Structure | p53ts 32C kill | Imprint erasure | p53ts 39C tox | IkB sig inh
Cc1[nH]c2ccc(O)cc2c1CCN | 7%&-8% | -13%&-13% | 0%&12% | -0.1%&-2.0%
CCCc1nc2ccccc2c(=O)n1-c1cccc(OC)c1 | 9% | -19% | -2% | 3.2%
Cc1oc(-c2ccc(Cl)cc2)nc1CN1CCC(C(=O)NCCCN2CCN(c3cccc(Cl)c3)CC2)CC1 | ? | -14%[10.9 µM] | ? | ?
CNCCc1c[nH]c2ccc(O)cc12 | -7%&-6% | -16%&-9% | -6%&7% | 4.2%
O=C(Nc1ccon1)c1cccn(Cc2cccc(Cl)c2)c1=O | -5% | -4%[10.9 µM] | -35% | ?
COc1ccc2c(c1)CC1(CN2C)C(=O)NC(=O)N(c2ccc(C)cc2)C1=O (centres undefined) | 2% | 7% | 1% | 4.2%
Clc1cccc(C(Cl)(Cl)Cl)n1 | 1%[1.84 µM] | 6% | 5% | -1.9%
Oc1ccc2c3c1OC1C(O)CC[C@]4(O)C(C2)N(CC2CCC2)CC[C@]314 (some centres undefined) | 11% | -6% | 13% | .
O=C/C=C/c1ccccc1 | -14%&-9%[1.84 µM] | -4%&1%&-2% | -14%&5% | -0.5%&0.2%
Fc1ccc(C(OCCN2CCN(C/C=C\c3ccccc3)CC2)c2ccc(F)cc2)cc1 | ? | -30%[inhibitor] | 32µM* | ?
Cc1cccc(-n2c(O)c(C=Nc3ccccc3N)c(=O)[nH]c2=O)c1 | 51%[activator] | -16% | ? | -9.3%
S=c1[nH]c2ccccc2[nH]1 | 3%[1.84 µM] | 3% | -4% | 1.4%
CCCCc1nn2c(=O)cc(COC(=O)Cc3ccccc3)nc2s1 | -5% | -9%[10.9 µM] | -1% | -2.3%
CCCN(CCC)[C@@H]1CCc2ccc(O)cc2C1 | -7%&10%&-4% | -15%&-9% | -9%&10%&10% | 0.3%&-4.0%&-2.6%
O=C(C(Cc1ccccc1)NS(=O)(=O)c1ccc(F)cc1)N1CCC2(CC1)OCCO2 (centres undefined) | 1% | -7% | 5% | 0.0%
CCC(=NCC1CCCO1)c1c(O)[nH]c(=O)[nH]c1=O (centres undefined) | -5% | 1% | 3% | -1.4%
C#CCOS(=O)OC1CCCCC1Oc1ccc(C(C)(C)C)cc1 (centres undefined) | -5% | -1% | -7% | .
N#CCCCCC#N | -1%[1.84 µM] | 3% | 3% | 0.0%
C[C@H]1CN(C2CCC(C#N)(c3ccc(F)cc3)CC2)CC[C@@]1(C(=O)O)c1ccccc1 (some centres undefined) | -6%[20.6 µM] | 14%[16.8 µM] | 8%[20.6 µM] | -1.5%[25.6 µM]
N[C@@H](Cc1c[nH]c2ccccc12)c1nnc(SCc2ccc(Cl)cc2)o1 | 3% | -8% | -3% | ?
CCCCn1c(O)c(C(C)=Nc2ccc(OCC)cc2)c(=O)[nH]c1=O | -4% | -21% | 10% | 0.4%
O=C1C[C@@H]2OCC=C3CN4CC[C@]56c7ccccc7N1[C@@H]5[C@@H]2[C@H]3C[C@H]46 (tested in a mixture with another compound) | 7%[9.22 µM] | -11%[10.9 µM] | 14%[9.22 µM] | -0.4%[11.4 µM]
CN(C=O)CP(=O)(O)CN(C)C=O | -6% | -20% | -4% | -1.9%
O=C(Oc1ccccc1)N1CCC2(CCN(Cc3nccs3)CC2)CC1 | -4% | . | -4% | 0.4%[11.4 µM]
COc1ccc2c(c1OC)C(=O)O[C@H]2[C@H]1c2cc3c(cc2CCN1C)OCO3 | -2%[20.6 µM] | -4%[16.8 µM] | 0%[20.6 µM] | -2.6%[11.4 µM]
Cc1cc(NC(=O)c2cccn(Cc3cccc(Cl)c3)c2=O)no1 | 6% | ? | -29% | ?
N[C@H](Cc1ccc(N(CCCl)CCCl)cc1)C(=O)O | -10% | . | -6% | 30%
CCOc1ccc(NC(=O)c2cccn(Cc3cccc(Cl)c3)c2=O)cc1 | 3% | -13%[10.9 µM] | -35% | 7.3%
O=C(c1ccccc1)c1cn(CC(=O)N2CCOCC2)c2ccccc12 | 7% | -12% | 8% | 3.5%
c1ccccc1 | ? | -5%&0% | 1%&7% | 0.5%&1.0%
Clc1cccc(N2CCNCC2)c1Cl | -6% | . | 0% | .
CCC1(CC)C(=O)C=CNC1=O | -10% | 1% | -8% | -1.0%[25.6 µM]
CCCCn1c(O)c(C(CC)=NCc2ccc3c(c2)OCO3)c(=O)[nH]c1=O | 8% | -20% | -3% | ?
CC(C)C[C@H]1C(=O)N2CCC[C@@H]2[C@@]2(O)O[C@](NC(=O)[C@@H]3C=C4c5cccc6[nH]cc(c56)C[C@@H]4N(C)C3)(C(C)C)C(=O)N12 | 1%[20.6 µM] | -4%[16.8 µM] | 4%[20.6 µM] | -0.7%[25.6 µM]
CCC(=NCCCO)c1c(O)n(-c2ccc(OC)cc2)c(=O)[nH]c1=O | 2% | -5% | -1% | -1.0%
NC(N)=Nc1ccc2[nH]c3c(c2c1)C[C@]1(O)[C@@H]2Cc4ccc(O)c5c4[C@]1(CCN2CC1CC1)[C@@H]3O5 | -8% | -2% | 6% | 0.3%
Cc1ccc(N=C=O)cc1N=C=O | 14%[1.84 µM] | -6% | -2% | 8.6%
COC(=O)c1ccc(CSc2nc3c(cnn3-c3ccc(C)cc3)c(=O)[nH]2)o1 | 4% | -10% | 29% | -1.3%
CCOc1cc(C(=O)N2CCC3(CC2)OCCO3)cc(OCC)c1OCC | 3% | -8% | -1% | 1.3%
Cc1ccc(C2(O)CCN3CCCCC32)cc1 (centres undefined) | 3% | -4% | 0% | 1.8%
Cc1nnc(NC(=O)c2cccn(Cc3ccc(Cl)cc3)c2=O)s1 | 4% | -14%[10.9 µM] | ? | -2.1%
CN1C(=O)N(C)C(=O)C2(Sc3ccccc3C2=O)C1=O | 2% | 1% | 6% | -0.4%
Clc1ccc2c(N3CCNCC3)ccnc2c1 | 8% | -14% | -1% | 0.2%
CC(Cc1ccccc1)[n+]1cc(/N=C(\[O-])N(C)C)on1 (centres undefined) | 0% | -4% | 0% | -3.1%
CCn1c(=O)cc(OCC(=O)N2CCC3(CC2)OCCO3)c2ccccc21 | -6% | -14% | -18% | 5.1%
C[C@]12CC[C@@H]3[C@H](CCC4=CC(=O)CC[C@]43C)[C@]1(O)CC[C@@]2(O)C(=O)CO | 0%[9.22 µM] | -13%[10.9 µM] | 16%[9.22 µM] | 5.0%[11.4 µM]
CNC(=O)Oc1cccc2c1OC(C)(C)C2 | 5% | -1% | -18% | .
CCCC12CN3CC(C)(CN(C1)C3c1c(C)[nH]c(=O)[nH]c1=O)C2=O (centres undefined) | -8% | -11%[10.9 µM] | -1% | 0.6%
NNCc1cccc(O)c1 | -5% | -7% | -3% | -6.7%
CCCCCCn1c(=O)c(C(=O)Nc2c(C)n(C)n(-c3ccccc3)c2=O)c(O)c2ccccc21 | -14% | -9% | -10% | 0.9%
Cc1ccc(O)cc1 (tested in a mixture with another compound) | 0%[9.22 µM] | 6%[10.9 µM] | -3%[9.22 µM] | 2.0%[11.4 µM]
Cc1nc2ccccc2c(=O)n1-n1cnnc1 | 21% | -4% | -8% | 1.7%
COC(=O)C[C@]1(C(=O)OC)CN(C#N)N(c2ccc(Cl)cc2)C12c1ccccc1-c1ccccc12 | 6.3µM* | . | ? | .
CCC[CH2][Sn]([Cl])([Cl])[Cl] | 10%[1.84 µM] | -6% | -1% | -0.8%
CC(C)CCCC1(C)C=Cc2c(O)c3c(c(CCC(C)C)c2O1)OC12C(CC4CC1C(C)(C)OC2(CCC(C)C(=O)O)C4O)C3=O (centres undefined) | 25% | ? | ? | .
CC(=O)NC1CC2CCCC(C1)N2 (centres undefined) | -3% | -6% | -14% | 0.9%
COc1ccc(NS(=O)(=O)c2ccc3c(c2)oc(=O)n3C)cc1Cl | 1% | -14%[10.9 µM] | 32%[activator] | 1.9%
CCc1ccccc1NC(=O)c1cccn(Cc2ccccc2F)c1=O | 7% | 2%[10.9 µM] | -38% | -1.3%
Cc1ccccc1[N+](=O)[O-] | 0%[1.84 µM] | -4% | 7% | 0.0%
COc1cccc(-n2c(/C=C/c3ccccc3O)nc3ccccc3c2=O)c1 | -8% | -13%[10.9 µM] | ? | ?

Further structures.
Structure | p53ts 32C kill | Imprint erasure | p53ts 39C tox | IkB sig inh
CCN(CC)C(=O)c1ccc(NC(=O)c2cc(-n3cnnc3)ccc2Cl)cc1 | 18% | 7% | 15% | -2.1%
COC(C)C(O)(C(=O)OC1=CCN2CC[C@H](O)[C@H]12)C(C)C (some centres undefined) | -6% | 7% | -13% | .
O=C(Nc1ccccc1)N1CCC2(CC1)CCN(C(=O)Oc1ccccc1)CC2 | 9% | . | 10% | 0.7%[11.4 µM]
N[C@@H](Cc1ccc(N(CCCl)CCCl)cc1)C(=O)O | 4%[1.84 µM] | 7% | -15% | 8.9%
CNC(=O)OCC[N+](C)(C)C | 21% | -4% | 6% | -1.4%
COc1cc2occc2c2oc(=O)ccc12 | -4% | -7% | 1% | .
O=C1CC(c2ccccc2Br)c2c(c3ccccc3oc2=O)O1 (centres undefined) | -7% | -6%[10.9 µM] | -18% | ?
COc1cc2nc(CN3CC=C(c4ccccc4)CC3)[nH]c(=O)c2cc1OC | -6% | -24% | -4% | ?
Nc1c(C(=O)Nc2ccc(OC(F)(F)F)cc2)sc2nc3c(cc12)N1CCC3CC1 | -21% | -5%[10.9 µM] | ? | ?
O=C(c1ccc2nc(-c3ccco3)c(-c3ccco3)nc2c1)N1CCC2(CC1)OCCO2 | -22% | -8% | -19% | 1.0%
CCc1nc2ccccc2c(=O)n1-c1cccc(OC)c1 | 6% | -6% | -7% | 0.6%
COc1cccc(NP(=O)(Oc2ccccc2Cl)Oc2ccccc2Cl)c1 | -8% | . | 2% | .
Oc1ccc2[nH]cc(CCCCN3CC=C(c4ccccc4)CC3)c2c1 | -7% | -2% | -25% | 0.0%
NCC(O)c1ccc(O)cc1 (centres undefined) | -3% | -8%&-4%&-8%&-6% | 2%&1%&11% | 1.9%
ClCC(Cl)Cl | -2%[1.84 µM] | 1% | 17% | 0.8%
C[C@]12CCC(=O)C=C1CCC1C2CC[C@@]2(C)C1CC[C@@]2(O)CC#N (some centres undefined) | 6% | -1% | 0% | 0.2%
Cc1ccc(NC(=O)Cn2cc(C(=O)c3ccccc3)c3ccccc32)cc1 | 24% | -14%[10.9 µM] | -11% | ?
CC(C)CN1CC2(CCN(C(=O)Oc3ccccc3)CC2)C1 | -9% | . | 4% | 3.1%[11.4 µM]
CCCNS(=O)(=O)c1ccc(OCC(=O)N2CCN(Cc3ccccc3)CC2)cc1 | -4% | -18% | 5% | 2.0%
COc1cc(-c2ccc(N)c(OC)c2)ccc1N | 1%[1.84 µM] | -3% | 0% | -0.6%
NC[C@H](CP(=O)(O)O)c1ccc(Cl)cc1 | 5% | -6% | 6% | 0.5%&11%
Cc1cc(C)n2c(Br)c(CN3CC4CC(C3)c3cccc(=O)n3C4)nc2n1 (centres undefined) | 9% | -5% | -1% | 5.3%
O=C(O)C[C@H]1NCc2cc3ccccc3nc21 | -1%[9.22 µM] | 11%[10.9 µM] | 2%[9.22 µM] | 0.6%[11.4 µM]
CC(=NCCN1CCOCC1)c1c(O)n(-c2ccccc2C)c(=O)[nH]c1=O | 9% | 5% | 10% | -0.6%
CC1CCC(NCCc2ccc3c(c2)OCO3)CC1 (centres undefined) | -11% | . | -11% | -2.6%
CC(C)(C)C(O)(CCc1ccc(Cl)cc1)Cn1cncn1 (centres undefined) | -15%[1.84 µM] | -1% | -2% | 0.4%
C=CC(=O)OCCN(C)C | 3%[1.84 µM] | 4% | -6% | 1.2%
O=C(Nc1ccccc1)N1CC[C@@]2(CCCNC2)C1 | -3% | . | -2% | 1.4%[11.4 µM]
COc1ccc(C2C(C(=O)N3CCC4(CC3)OCCO4)CC(=O)N2c2ccc(OC)cc2)cc1 (centres undefined) | 2% | -6% | 15% | 0.5%

Assay outcomes: PubChem BioAssay, National Center for Advancing Translational Sciences (NCATS)
